# High-throughput results as filed in PubChem BioAssay.
# PRMT1 inh: inhibitors of human PRMT1 | Q99873 | inhibition, % at 2.79 µM | 370,000 compounds, 1.3% hits | recombinant PRMT1, activity-based probe fluorescence polarization;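 active = inhibition above about 21% made by adding two undisclosed values, limit read from the data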
# SIAE inh: blocks human sialic acid acetylesterase. SIAE FP-Rh probe binding, fluorescence polarization. inhibition, % at 9.66 µM. 370,000 compounds, 0.69% hits;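 active = inhibition above a cutoff: mean of compounds within the control limits plus 3 SD of those, cut at about 17% in these data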;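 note: 0% = plate median of compound wells and 100% = probe without SIAE protein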
# Target sequence (Q9HAT2 whole entry, looked up): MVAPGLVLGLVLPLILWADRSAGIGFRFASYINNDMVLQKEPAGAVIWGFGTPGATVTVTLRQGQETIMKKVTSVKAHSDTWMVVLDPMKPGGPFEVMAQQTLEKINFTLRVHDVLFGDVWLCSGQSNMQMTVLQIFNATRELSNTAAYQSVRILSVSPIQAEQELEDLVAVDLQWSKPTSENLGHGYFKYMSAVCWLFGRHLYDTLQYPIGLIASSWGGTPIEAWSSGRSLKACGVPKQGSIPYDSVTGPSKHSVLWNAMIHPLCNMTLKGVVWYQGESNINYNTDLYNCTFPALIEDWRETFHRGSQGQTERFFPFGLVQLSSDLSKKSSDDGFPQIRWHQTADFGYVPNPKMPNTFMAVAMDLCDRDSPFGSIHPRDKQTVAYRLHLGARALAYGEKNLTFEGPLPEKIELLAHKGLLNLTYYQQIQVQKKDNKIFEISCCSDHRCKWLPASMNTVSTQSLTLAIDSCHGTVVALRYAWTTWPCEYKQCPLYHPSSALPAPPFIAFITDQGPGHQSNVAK
# MBD2 inh: MBD2-methylated oligo binding inhibition | TR-FRET, MBD2 binding to methylated oligonucleotide | inhibition, % at 4.4 µM | 370,000 compounds, 0.31% hits | Q9UBB5; in the data active = inhibition above about 13%
# LEDGF integ inh: blocks HIV-1 LEDGF/p75-dependent DNA integration. 370,000 compounds, 0.64% hits. TR-FRET IN-LEDGF/p75 DNA integration, Eu/Cy5. inhibition, % at 3.7 µM;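 active = inhibition above the screen-wide mean plus 3 SD, cut at about 13% in these data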;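 note: signal is the Cy5 over europium emission ratio at 671 and 618 nm; 0% = plate median of compound wells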
# ABHD4 inh: ABHD4 (mouse) inhibition, primary FP screen; Q8VD66; purified mABHD4, FP-Rh probe fluorescence polarization; inhibition, % at 8.92 µM; 370,000 compounds, 0.54% hits; AID 720543;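 active = inhibition exceeding the mean over every tested compound plus 3 SD, cut at about 30% in these data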;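 note: 0% = plate median of compound wells and 100% = S159A mutant with DMSO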
# Target sequence (Q8VD66 whole entry, looked up): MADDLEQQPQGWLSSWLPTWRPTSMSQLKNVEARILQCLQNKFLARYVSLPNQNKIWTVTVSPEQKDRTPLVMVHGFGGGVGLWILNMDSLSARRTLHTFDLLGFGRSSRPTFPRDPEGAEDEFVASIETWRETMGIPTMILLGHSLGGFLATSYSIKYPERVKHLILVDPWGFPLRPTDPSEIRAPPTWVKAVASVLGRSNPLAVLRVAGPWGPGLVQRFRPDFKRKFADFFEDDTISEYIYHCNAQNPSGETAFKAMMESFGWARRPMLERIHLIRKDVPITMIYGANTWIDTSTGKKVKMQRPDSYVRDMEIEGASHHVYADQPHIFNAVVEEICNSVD
#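 Assay system: Wild-type mouse ABHD4 protein | Medium: HEPES pH 7.0 buffer, 150 mM NaCl, 0.01% Pluronic F-127 | Incubation: Enzyme–compound pre-incubation 45 min, then probe 60 min, both 25 °C | Technique: Fluorescence polarization with parallel and perpendicular emission, 525/598 nm | Evaluation: % inhibition of FP-Rh probe binding versus controls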
# HTRA1 inh: HTRA1 (human) protease inhibition. Q92743. recombinant HTRA1, FP-rhodamine activity-based probe, fluorescence polarization. inhibition, % at 5.96 µM. 340,000 compounds, 0.5% hits. AID 504803; in the data active = inhibition above about 36%;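 note: 0% = enzyme with DMSO and 100% = wells lacking enzyme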
# TCR-CD3 inh: inhibitors of human TCR-CD3 interaction; TAMRA-labeled TCR probe fluorescence, biochemical; inhibition, % at 9.4 µM; 360,000 compounds, 0.37% hits; in the data active = inhibition above about 19%;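 note: recombinant mutant TCR 2C K166C tagged with TAMRA read by polarization; 0% = receptor in buffer alone and 100% = receptor with positive control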
# NPR2 activator: GC-B (human) receptor activation; HEK293-GC-B cells, CNP EC30, cGMP TR-FRET; 0% at EC30 CNP, 100% saturating CNP; activation, % at 10 µM; 370,000 compounds, 0.11% hits;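 active = activation at 10 µM reaching about 35% in either raw or pattern-adjusted values, limit read from the data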
# TDP2 absorb: TDP2 (human) inhibition, absorbance primary screen; O95551; recombinant TDP2, T5PNP hydrolysis, p-nitrophenol absorbance 415 nm; inhibition, % at 12.8 µM; 370,000 compounds, 0.34% hits;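 active = inhibition above the mean of all tested compounds plus 3 SD, set per campaign, cut at about 25% in these data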;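 note: 0% = DMSO with enzyme and 100% = buffer with substrate but no TDP2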
#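 Incubation: 2 h at 37 °C; Test system: recombinant human TDP2; Quantity: enzyme 120 nM; Read-out basis: percent inhibition; Medium: 50 mM Tris-HCl pH 7.5 with Mg2+, KCl, DTT, BSA; Repeats: single replicate; Compound: 12.8 µM single point, 1% DMSO; Signal: epi absorbance; Reagent: 5 mM T5PNP chromogenic substrate; Benchmarks: no-enzyme high, DMSO-plus-enzyme low.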
# rCAG RNA binder: r(CAG) repeat RNA binding. TO-PRO-1 dye displacement fluorescence. inhibition, % at 3 µM. 370,000 compounds, 1.3% hits. AID 651821;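 active = inhibition above the plate cutoff, the mean of all test compounds on that plate plus 3 SD, cut at about 35% in these data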;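 note: 0% = DMSO alone and 100% = 100 µM mitoxantrone as full dye displacement; higher means more dye released from RNA so lower well fluorescence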
# * = called active by the depositor; / = not tested or not shown. Not all compounds are listed; rates above refer to the full screens.
1) Cc1ccc(NC(=O)c2ccc(CSc3nnc(C)s3)cc2)c(C)c1
2) COc1ccccc1/C=C1/C(=O)N(c2ccccc2)N=C1C
3) N#Cc1cc(F)cc(OCCCN2CCC(C(O)(c3ccccc3)c3ccccc3)CC2)c1
4) COc1ccc(S(=O)(=O)Nc2ccc3c(c2)C(=O)N([C@H](C)CO)C[C@H](C)[C@@H](CN(C)S(=O)(=O)c2c(C)noc2C)O3)cc1
5) CC(=O)c1cccc(NC(=O)c2cc(-c3ccc(C)cc3)on2)c1
6) Cc1cnc(NC(=O)c2cc3c(s2)CCCC3)s1
7) CNC(=O)c1ccc(NC(=O)Cc2ccc(S(=O)(=O)N3CCOCC3)s2)cc1
8) Cc1ccc(NC(=O)CCCn2c(=S)[nH]c3ccsc3c2=O)cc1C

Screen / compound no.	1	2	3	4	5	6	7	8
PRMT1 inh	-1	4	5	1	-4	-1	-2	-3
SIAE inh	-4	7	-2	-2	-2	-8	1	6
MBD2 inh	2	18*	-6	-2	1	-1	4	-2
LEDGF integ inh	-3	52*	0	-1	6	3	-3	4
ABHD4 inh	-8	-10	3	5	-2	10	7	-1
HTRA1 inh	-11	4	/	-4	-5	-25	0	-2
TCR-CD3 inh	0	-5	-1	4	-4	5	-2	-4
NPR2 activator	10	-4	-19	4	-3	-6	-1	-6
TDP2 absorb	-1	80*	6	-1	10	-2	-1	2
rCAG RNA binder	0	31	2	-2	0	5	6	12

9) CCN(CC)C(=O)O[C@H]1CC[C@@]23CCCN2C(=O)CCC[C@H]3C1
10) O=C(CN1CCN(S(=O)(=O)N2CCCCCC2)CC1)Nc1ccc(Br)cc1
11) CNc1ccc(Cl)nn1
12) COc1cc2cc(C)c(SCC(=O)N3CCOCC3)nc2cc1OC
13) CCn1c(SCC(=O)Nc2oc(-c3ccccc3)c(-c3ccccc3)c2C#N)nnc1-c1ccncc1
14) COc1ccccc1CSc1nc2c(c(=O)n(C)c(=O)n2C)n1C
15) COc1cc(C(=O)Nc2ccc(F)cc2Cl)ccc1OCC(=O)N1CCOCC1
16) O=S(=O)(c1ccc(Br)cc1)N1CCN(c2ccc3nnc(-c4ccccc4)n3n2)CC1

Screen / compound no.	9	10	11	12	13	14	15	16
PRMT1 inh	-1	-3	6	6	-1	2	1	3
SIAE inh	2	4	0	2	4	-3	2	-9
MBD2 inh	-3	-3	2	-5	-3	5	-2	-2
LEDGF integ inh	-4	3	-2	2	7	-3	3	2
ABHD4 inh	6	-4	1	-2	-3	3	-1	0
HTRA1 inh	/	-2	4	-8	3	-1	0	-1
TCR-CD3 inh	/	6	3	-5	4	-6	1	1
NPR2 activator	-1	-2	2	-5	-7	-3	2	-7
TDP2 absorb	-12	4	-1	-4	0	0	5	0
rCAG RNA binder	/	-4	-2	-4	10	-3	-1	3

17) C=CCn1c(SCc2nnc(-c3ccccc3)o2)nnc1C(O)c1ccccc1 (stereo unspecified)
18) COc1ccc(C(=O)NNC(=O)C2CCN(S(=O)(=O)c3ccc(C)cc3)CC2)cc1
19) CN1CCN(C(=O)/C(=C/c2cn(S(=O)(=O)N(C)C)c3ccccc23)NC(=O)c2ccccc2Cl)CC1
20) O=C(c1cccn2c(=O)c3ccc(Cl)cc3nc12)N1CCN(Cc2ccc3c(c2)OCO3)CC1
21) COc1ccc(CNC(=O)COC(=O)CCCOc2ccc(Cl)cc2Cl)cc1OC
22) CCN(CC(=O)NC(=O)NC1CCCCC1)Cc1ccccc1
23) COc1ccc(CCNS(=O)(=O)c2ccc(F)cc2)cc1OC
24) COc1ccc(OC(C)C(=O)NCCc2nc3ccccc3[nH]2)cc1 (stereo unspecified)

Screen / compound no.	17	18	19	20	21	22	23	24
PRMT1 inh	-2	0	2	-2	0	-2	-2	0
SIAE inh	0	-6	6	3	12	6	-4	11
MBD2 inh	-1	-1	6	5	-2	-5	1	-2
LEDGF integ inh	0	-1	-1	-4	-1	6	-6	-3
ABHD4 inh	0	-2	-13	0	2	0	6	-6
HTRA1 inh	3	4	6	1	-3	0	-8	1
TCR-CD3 inh	-2	1	-7	1	2	-1	0	6
NPR2 activator	1	3	2	5	1	5	5	2
TDP2 absorb	5	-8	-4	-8	3	-10	-2	-6
rCAG RNA binder	-7	0	0	3	0	-9	-6	2

25) c1ccc(SCc2cn(C[C@H]3CC[C@@H]([C@@H]4CC[C@H](Cn5cc(CSc6ccccc6)nn5)O4)O3)nn2)cc1
26) O=C(Nc1cc(S(=O)(=O)N2CCOCC2)ccc1N1CCOCC1)c1ccccc1Cl
27) COC(=O)Cn1c2c(c3cc(C)ccc31)CCCC2
28) Cc1cc(=O)oc2cc(OCC(=O)Nc3ccc(N4CCC(C)CC4)cc3)ccc12
29) CCCCNC(=O)C1(C)CCN1C(=O)Cc1ccc(OC)cc1 (stereo unspecified)
30) COC(=O)[C@@]1(Cc2ccc(F)cc2)[C@H]2c3cc(C(=O)N(C)C)n(CCc4c[nH]c5ccc(O)cc45)c3C[C@H]2CN1C(=O)c1ccccc1
31) Cn1c(=O)oc2cc(S(=O)(=O)NCCCN3CCCC3=O)ccc21
32) CN(C)CCCn1c(=O)n(CCc2ccccc2)c(=O)c2c3c(sc21)CCCCC3

Screen / compound no.	25	26	27	28	29	30	31	32
PRMT1 inh	2	1	-2	1	0	6	0	-8
SIAE inh	-1	3	0	3	5	9	-2	4
MBD2 inh	0	2	0	-6	0	-1	3	0
LEDGF integ inh	0	2	-4	-2	1	-3	0	-2
ABHD4 inh	1	3	1	1	-2	13	6	12
HTRA1 inh	-2	5	-1	8	/	/	8	3
TCR-CD3 inh	-4	-3	3	2	-8	2	2	4
NPR2 activator	1	-1	1	-2	1	-6	-2	-3
TDP2 absorb	7	12	12	6	0	3	-3	-6
rCAG RNA binder	-4	2	-4	4	2	18	1	2

33) COc1ccc(NC(=O)CSc2nc(=O)n(CCN3CCOCC3)c3c2CCCC3)c(OC)c1
34) Cc1nc2c(O)c3c(c(O)c2nc1C)C1C=CC3CC1
35) COc1cc2c(cc1OC)[C@@H](NC(=O)Cc1ccc(F)cc1)[C@H](OCc1ccccc1)C2
36) Cc1cc2c(c(=O)o1)C(C1C=CCCC1)C(C#N)=C(N)O2 (stereo unspecified)
37) CC(C)CC(=O)Nc1cc2c3c(c1)CCN3C(=O)CC2
38) Cc1nc2ccccn2c1C(=O)N/N=C/c1ccc([N+](=O)[O-])o1
39) CCCCC(=O)Nc1ccc(NC(=O)C2CC2)cn1
40) CCOC(=O)c1sc2nc(SC)nc(-c3ccc(Cl)cc3)c2c1N

Screen / compound no.	33	34	35	36	37	38	39	40
PRMT1 inh	3	16	-6	-2	-5	9	3	0
SIAE inh	4	-1	-3	0	1	11	-5	3
MBD2 inh	-1	-7	-3	2	-3	8	8	2
LEDGF integ inh	0	21*	-2	4	2	7	-2	0
ABHD4 inh	4	2	0	0	3	26	-7	-1
HTRA1 inh	4	3	1	7	-1	-2	7	-8
TCR-CD3 inh	-4	4	-1	-4	1	15	-3	0
NPR2 activator	-1	1	-2	4	1	-5	2	-3
TDP2 absorb	-12	-7	1	7	13	-6	-8	-3
rCAG RNA binder	-9	6	2	-1	1	10	1	2

# One compound at a time, as listed above. Order of screens: PRMT1 inh, SIAE inh, MBD2 inh, LEDGF integ inh, ABHD4 inh, HTRA1 inh, TCR-CD3 inh, NPR2 activator, TDP2 absorb, rCAG RNA binder
# CNC(=O)c1ccc(NC(=O)Cc2ccc(S(=O)(=O)N3CCOCC3)s2)cc1 in the list: -2, 1, 4, -3, 7, 0, -2, -1, -1, 6
# COc1ccc(C(=O)NNC(=O)C2CCN(S(=O)(=O)c3ccc(C)cc3)CC2)cc1 in the list: 0, -6, -1, -1, -2, 4, 1, 3, -8, 0
# CCCCC(=O)Nc1ccc(NC(=O)C2CC2)cn1 in the list: 3, -5, 8, -2, -7, 7, -3, 2, -8, 1

# Back to the main list with the 4 entries that preceded the break.
37) CC(C)CC(=O)Nc1cc2c3c(c1)CCN3C(=O)CC2
38) Cc1nc2ccccn2c1C(=O)N/N=C/c1ccc([N+](=O)[O-])o1
39) CCCCC(=O)Nc1ccc(NC(=O)C2CC2)cn1
40) CCOC(=O)c1sc2nc(SC)nc(-c3ccc(Cl)cc3)c2c1N
41) Cc1nc2sc(C(c3ccco3)N3CCc4ccccc4C3)c(O)n2n1 (stereo unspecified)
42) COC(=O)CN1C(=O)C2(C(C#N)=C(N)Oc3c2c(C)nn3-c2ccccc2)c2ccccc21 (stereo unspecified)
43) CC1CCCCN1C(=O)c1cc(-c2ccc(Cl)c(Cl)c2)on1 (stereo unspecified)
44) O=C(Nc1cccc2[nH]ncc12)NS(=O)(=O)c1ccccc1
45) CCC(NS(=O)(=O)c1ccc(OC)cc1)C(=O)O (stereo unspecified)
46) CN(CC(=O)NCc1ccccc1)S(=O)(=O)c1cnc[nH]1
47) O=c1c2cc(Br)ccc2nc(-c2ccc([N+](=O)[O-])cc2)n1O
48) Cc1ccc(F)c(NC=C2C(=O)OC(C)(C)OC2=O)c1

Screen / compound no.	37	38	39	40	41	42	43	44	45	46	47	48
PRMT1 inh	-5	9	3	0	45*	3	0	18	2	2	2	-2
SIAE inh	1	11	-5	3	-1	-3	-2	48*	-2	3	3	-8
MBD2 inh	-3	8	8	2	-3	-10	1	0	-1	-1	3	6
LEDGF integ inh	2	7	-2	0	21*	3	-5	4	-1	-1	0	3
ABHD4 inh	3	26	-7	-1	22	2	4	98*	-7	-3	0	4
HTRA1 inh	-1	-2	7	-8	1	10	-10	44*	4	3	3	-4
TCR-CD3 inh	1	15	-3	0	11	-8	-3	58*	1	0	4	4
NPR2 activator	1	-5	2	-3	2	-6	4	-3	15	0	-5	-2
TDP2 absorb	13	-6	-8	-3	-4	-20	1	-3	2	-1	5	7
rCAG RNA binder	1	10	1	2	17	4	3	7	1	4	0	0

49) O=P(O)(COc1ccccc1)COc1ccccc1
50) CCOC(=O)c1c(C)[nH]c(C)c1C(=O)CSc1nc2ccccc2[nH]1
51) COc1ccc(NS(=O)(=O)c2c(C)cc(C)cc2C)cc1
52) COc1cccc(-c2cc(C(=O)Nc3cnn(Cc4ccccc4C)c3)no2)c1
53) CC(C)Oc1ccc(S(=O)(=O)N2CCCCC2)cc1NC(=O)C1CCCC1
54) Cc1ccc(S(=O)(=O)N(C)C[C@@H]2Oc3ncc(Br)cc3C(=O)N([C@H](C)CO)C[C@H]2C)cc1
55) Cc1cc(CSc2nc(C)cc(=O)[nH]2)c2ncccc2c1

Screen / compound no.	49	50	51	52	53	54	55
PRMT1 inh	-5	-1	1	-2	-2	4	0
SIAE inh	-1	-2	0	0	7	2	-3
MBD2 inh	2	3	1	6	1	1	0
LEDGF integ inh	3	2	-1	0	-1	1	1
ABHD4 inh	3	2	1	-12	7	-1	3
HTRA1 inh	1	-5	-11	-11	-6	3	-7
TCR-CD3 inh	3	-1	-3	3	1	-3	6
NPR2 activator	4	2	-10	-4	3	-5	-4
TDP2 absorb	-4	-2	3	0	3	-9	-2
rCAG RNA binder	-2	-2	-2	0	-1	2	-2
